Screening results from PubChem.
ADAM10 inh: ADAM10 inhibition, QFRET primary screen; O14672; AID 720582; inhibition, % at 7 µM; recombinant ADAM10, EDANS/DABCYL FRET peptide cleavage, 3 h; 370,000 compounds, 0.62% hits;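 active = inhibition above a per-campaign cutoff equal to the mean of compounds falling between control-based bounds plus 3 SD, cut at about 20% in these data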;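 note: 0% = DMSO wells while the 100% control is not disclosed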
Target sequence (O14672 214-748 limits assumed): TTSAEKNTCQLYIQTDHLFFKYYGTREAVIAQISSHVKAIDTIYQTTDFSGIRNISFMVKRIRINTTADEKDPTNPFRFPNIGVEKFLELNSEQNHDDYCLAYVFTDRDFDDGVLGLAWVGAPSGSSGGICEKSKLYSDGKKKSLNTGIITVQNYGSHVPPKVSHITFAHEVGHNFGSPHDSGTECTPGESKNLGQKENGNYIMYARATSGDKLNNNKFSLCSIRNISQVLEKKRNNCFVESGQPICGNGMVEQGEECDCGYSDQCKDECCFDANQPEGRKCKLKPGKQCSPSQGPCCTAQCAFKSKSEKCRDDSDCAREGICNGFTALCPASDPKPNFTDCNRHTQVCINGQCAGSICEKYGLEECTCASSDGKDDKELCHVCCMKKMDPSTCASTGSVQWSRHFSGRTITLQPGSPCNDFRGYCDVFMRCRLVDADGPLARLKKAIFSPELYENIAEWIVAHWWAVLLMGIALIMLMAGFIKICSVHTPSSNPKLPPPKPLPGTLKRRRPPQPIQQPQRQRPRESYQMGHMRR
PLC-gamma1 inh: blocks human PLC-gamma1 enzyme activity | P19174 | purified PLC-gamma1, fluorogenic substrate, fluorescence | inhibition, % at 12.2 µM | 370,000 compounds, 0.84% hits | AID 720700; in the data active = inhibition above about 9.5%
GAA850 FXN act: increases GAA850 frataxin promoter reporter activity | AID 540364 | HEK293 lucGAA850 FXN promoter luciferase reporter, 24 h; percent of 10 µM SAHA response | 360,000 compounds, 0.56% hits | activation, % at 6 µM;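 active = activation above the average of all compounds screened plus 3 SD, cutoff fixed separately per campaign, cut at about 7.5% in these data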;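 note: 0% = DMSO wells and 100% = 10 µM SAHA wells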
DAX1 inh-1: DAX1 (NR0B1) inhibition, primary screen. AID 652010. 370,000 compounds, 1.1% hits. inhibition, % at 6.8 µM. HEK293T StAR-luciferase reporter, SF-1/DAX-1 repression relief;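 active = inhibition above the mean over all tested compounds plus 3 SD, cut at about 3.6% in these data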;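 note: 0% = DAX-1 cells with DMSO and 100% = cells lacking DAX-1 with DMSO; higher inhibition means more luminescence from relief of DAX-1 repression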
ssDAF-12 act: S. stercoralis DAF-12 activation, primary screen | HEK293 ssDAF-12/GRIP1 lit1-tk-luc reporter, luminescence; % of 3 µM dafachronic acid response | activation, % at 6.8 µM | 370,000 compounds, 1% hits | AID 652126;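 active = activation above the mean over all tested compounds plus 3 SD, cut at about 0.9% in these data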;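 note: 0% = DMSO-only wells and 100% = 3 µM delta7-dafachronic acid wells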
ADAM17 inh: ADAM17 inhibition, QFRET primary screen; P78536; recombinant ADAM17, EDANS/DABCYL FRET peptide cleavage; inhibition, % at 6.95 µM; 370,000 compounds, 0.83% hits;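 active = inhibition above the mean of compounds lying between control limits plus 3 SD, set per campaign, cut at about 8.5% in these data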;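 note: 0% = DMSO-only wells as the low control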
PLCb3 inh: blocks human PLC-beta3 enzyme activity; Q01970; 370,000 compounds, 0.18% hits; Purified PLC-beta3, fluorogenic substrate, fluorescence; inhibition, % at 12.2 µM; AID 720704; in the data active = inhibition above about 11%;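 note: 0% = median of compound wells on plate and 100% = full blocker control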
hcDAF12 agonist: activators of H. contortus DAF-12 nuclear receptor; HEK293 hcDAF-12 lit1-tk-luc reporter, luminescence; 0% DMSO, 100% Δ7-dafachronic acid; activation, % at 6.8 µM; 370,000 compounds, 1.4% hits; AID 652067;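 active = activation above the mean of all tested compounds plus 3 SD, cut at about 5.5% in these data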;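 note: 100% = response to 3 µM Δ7-dafachronic acid high control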
hgDAF12 agonist: hgDAF-12 agonism, primary luciferase screen. activation, % at 6.8 µM. 370,000 compounds, 1.8% hits. HEK293 GAL4-hgDAF12 UAS-luciferase reporter, agonist luminescence; normalized to butyrate control. AID 687014;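 active = activation above a cutoff set at the mean of all screened compounds plus 3 SD, cut at about 10% in these data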;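 note: 0% = DMSO wells and 100% = sodium butyrate wells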
HGIII-sPLA2 inh: Blocks human group III sPLA2 activity; Q9NZ20; QFRET BODIPY PC-A2 liposome hydrolysis, fluorescence; inhibition, % at 12.2 µM; 370,000 compounds, 0.56% hits;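 active = inhibition above mean plus 3 SD of compounds lying within the high and low control bounds, cut at about 19% in these data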;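 note: 0% = median of test compound wells and 100% = no enzyme DMSO wells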
DAX1 inh-2: NR0B1 (DAX1) inhibition | AID 504766 | HEK293 Gal4-DAX1 luciferase reporter, luminescence | inhibition, % at 6.75 µM | P51843 | 340,000 compounds, 0.99% hits;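 active = inhibition above the mean over all tested compounds plus 3 SD, cut at about 4.2% in these data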;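 note: 0% = DAX1-transfected cells with DMSO and 100% = empty-vector control cells with DMSO; inhibition shows as a rise in luminescence from relieved DAX1 repression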
Target sequence (P51843 207-470 limits assumed): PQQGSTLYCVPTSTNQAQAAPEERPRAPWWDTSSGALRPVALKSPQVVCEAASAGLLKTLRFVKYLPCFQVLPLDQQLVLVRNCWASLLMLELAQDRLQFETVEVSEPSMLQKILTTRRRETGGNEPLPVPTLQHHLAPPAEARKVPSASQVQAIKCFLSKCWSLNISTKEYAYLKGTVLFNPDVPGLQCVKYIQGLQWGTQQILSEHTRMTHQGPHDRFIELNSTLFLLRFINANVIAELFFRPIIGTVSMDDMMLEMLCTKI
* marks the source's active call; other numbers are inactive results; i = inactive; . = no result given.

SMILES | ADAM10 inh | PLC-gamma1 inh | GAA850 FXN act | DAX1 inh-1 | ssDAF-12 act | ADAM17 inh | PLCb3 inh | hcDAF12 agonist | hgDAF12 agonist | HGIII-sPLA2 inh | DAX1 inh-2
COc1ccc(-n2c(SCC(=O)NC3CCCCC3)nc3ccsc3c2=O)cc1 | -1 | 4 | -1.6 | -0.2 | -1.1 | -1 | 5 | -0.8 | -1.9 | 5 | -0.7
COc1ccc(NC(=O)C(=O)NCCC2CCCCN2S(=O)(=O)c2cccs2)cc1 (stereo not given) | 4 | -1 | -3.2 | -6.1 | -0.7 | -4 | 5 | -0.9 | -0.1 | -7 | -0.5
N#C/C(=C\c1c[nH]c2ccccc12)C(=O)NC1CCCC1 | -3 | -4 | 3.8 | 0.2 | -1.1 | -2 | -11 | 0.2 | 0.7 | -16 | 0.3
COC(=O)C(O)(CC(=O)Nc1cc(Cl)ccc1Cl)C(F)(F)F (stereo not given) | 2 | 3 | 1.2 | 0.0 | -1.3 | -1 | 1 | -0.4 | 0.6 | -7 | 1.5
Cc1ccccc1NC(=O)/C(C#N)=C\c1cccnc1 | -6 | -2 | 0.6 | 0.6 | -1.4 | -1 | 1 | -1.2 | -1.6 | -4 | -0.2
CCCNC(=O)CSc1ccc(S(=O)(=O)N(C)C2CCCCC2)cn1 | 1 | 2 | -1.5 | -0.8 | -0.5 | 2 | 4 | 0.0 | 4.6 | 5 | 1.0
CCCC(=O)Nc1nnc(CCc2ccccc2)s1 | -3 | 4 | 1.1 | -0.3 | -1.5 | -2 | -8 | -0.9 | 0.6 | 10 | -2.0
CCOc1ccc(C2Nc3cccc4cccc(c34)N2)cc1OC | -4 | -9 | 2.6 | -0.9 | -0.9 | -4 | -9 | 1.2 | 0.0 | -6 | -0.6
Cn1c2ccccc2c(=O)c2ccc(F)cc21 | i | -235 | 5.1 | -0.2 | -1.5 | -439 | -337 | -1.2 | 2.8 | 2 | 0.4
Cc1ccc(S(=O)(=O)N(CCCN2CCCC2=O)Cc2cc3c(C)ccc(C)c3[nH]c2=O)cc1 | -18 | 3 | -0.4 | 0.1 | -0.6 | -9 | -3 | -0.4 | 0.7 | 3 | -1.0
CC(=O)c1cccc(NC(=O)C2=CN3CCS(=O)(=O)N=C3C=C2)c1 | -111 | -19 | 0.3 | 0.1 | -1.2 | -29 | -31 | 1.1 | -1.7 | 20* | 0.2
CCOc1ccc(NC(=O)/C(C=Nc2ccccc2)=C(\C)O)cc1 | 8 | 1 | 3.4 | 0.3 | -0.3 | -3 | -6 | -2.4 | 0.5 | 11 | 0.9
CCOC(=O)c1sc(N)c(C(N)=O)c1C | -3 | -1 | 2.8 | 0.7 | -1.3 | -2 | -3 | -2.0 | 0.2 | 8 | .
O=C(CC1C[C@H](C(=O)N2CCOCC2)[C@@]2(CCC3CCCC3)c3[nH]c4ccccc4c3CCN2C1=O)NCc1ccco1 (stereo not given in full) | -1 | 4 | 0.4 | -0.6 | -0.5 | -3 | 0 | 0.2 | 1.4 | 2 | -0.9
CCC1Oc2ccc(C)cc2N(CC(=O)NCc2cccs2)C1=O (stereo not given) | -3 | -2 | 0.3 | -1.0 | -1.6 | -4 | -5 | -0.3 | -1.4 | -3 | 1.0
COc1ccc(NC(=O)C2(c3ccc(NC(=O)c4ccc(C)cc4)cc3)CCCC2)cc1 | -6 | -1 | -0.9 | 0.6 | -1.3 | -2 | -5 | 0.5 | -0.9 | 3 | 0.0
CC(C)c1cc(CN2CCN(Cc3ccc(F)c(F)c3)C(CCO)C2)[nH]n1 (stereo not given) | -4 | 1 | 1.6 | 0.2 | -0.8 | -2 | 0 | -0.5 | -0.1 | 10 | 1.8
CCOC(=O)CNC(=O)c1c(C)nn(-c2ccccc2)c1Cl | -6 | 5 | 4.0 | 0.0 | -0.9 | -3 | 1 | 0.0 | -0.1 | 9 | 0.7
Fc1ccc(NC(=S)NCCN2CCOCC2)c(F)c1F | -4 | 4 | 1.0 | -0.6 | -1.0 | -1 | 3 | 0.0 | 1.4 | 3 | -0.7
Cc1ccc(-n2c3c(cc(C(=O)NC4CCSC4=O)c2=O)C(=O)CCC3)cc1 (stereo not given) | -41 | -7 | 1.0 | 0.0 | -0.4 | -14 | -3 | -1.1 | 3.1 | -11 | 0.8
O=C(Oc1c(Cl)cc(Cl)c2cccnc12)c1cccs1 | 4 | -13 | 2.4 | -0.8 | -1.2 | 3 | -9 | -1.2 | -2.3 | -5 | -0.1
CCC(=O)N=c1sc2cc([N+](=O)[O-])ccc2n1CCOC | 0 | 4 | -0.4 | -0.7 | -1.6 | -1 | 3 | -2.4 | 3.1 | 4 | -0.3
CCOc1ccc(CCNC(=O)c2ccc(CS(=O)Cc3cccc(Cl)c3)o2)cc1 (stereo not given) | 0 | -2 | -0.6 | -1.0 | -1.4 | -2 | -7 | -1.7 | 1.2 | -1 | -0.6
Cc1cccc(NC(=O)CSc2ccc(-c3ccc4c(c3)OCO4)nn2)c1C | -4 | -1 | -0.1 | -1.4 | -0.7 | -1 | -1 | -0.3 | 2.3 | -6 | 1.7
O=C(Nc1ccc2c(c1)OCO2)C1Cc2c(-c3ccc(Cl)cc3)ccnc2O1 (stereo not given) | -2 | -3 | 0.2 | -2.0 | -1.9 | 3 | 1 | -1.0 | -3.1 | -5 | .

The list goes on; the last 2 above are carried over.
SMILES | ADAM10 inh | PLC-gamma1 inh | GAA850 FXN act | DAX1 inh-1 | ssDAF-12 act | ADAM17 inh | PLCb3 inh | hcDAF12 agonist | hgDAF12 agonist | HGIII-sPLA2 inh | DAX1 inh-2
Cc1cccc(NC(=O)CSc2ccc(-c3ccc4c(c3)OCO4)nn2)c1C | -4 | -1 | -0.1 | -1.4 | -0.7 | -1 | -1 | -0.3 | 2.3 | -6 | 1.7
O=C(Nc1ccc2c(c1)OCO2)C1Cc2c(-c3ccc(Cl)cc3)ccnc2O1 (stereo not given) | -2 | -3 | 0.2 | -2.0 | -1.9 | 3 | 1 | -1.0 | -3.1 | -5 | .
Cn1c(N)c(C(=O)COC(=O)C2CC(=O)N(Cc3ccccc3)C2)c(=O)n(C)c1=O (stereo not given) | 0 | 4 | 2.3 | -0.4 | -1.7 | 0 | -3 | -2.6 | 1.0 | 5 | 0.3
CC1CCCN(C(=O)c2nn(C)c3c2CSc2ccccc2-3)C1 (stereo not given) | -7 | -2 | 9.6* | 0.9 | -1.0 | 0 | 0 | -0.7 | 5.0 | 8 | -1.2
COc1ccc(NS(=O)(=O)c2cccc(C(=O)NNC(=O)CNC(=O)c3ccccc3F)c2)cc1 | 5 | 4 | -0.6 | -0.6 | -1.2 | 0 | -4 | -1.2 | -1.4 | -15 | -0.6
CC(C)(C)OC(=O)C(C)(C)O/N=C(\C(=O)O)c1csc(N)n1 | 2 | 4 | 2.3 | 0.8 | -1.5 | 1 | 3 | -0.2 | -2.4 | 5 | -0.6
Cc1cccc(-n2nnnc2SCC(=O)NCC2CCCO2)c1 (stereo not given) | 2 | 0 | 3.4 | -0.5 | -0.7 | -1 | -6 | -1.3 | -4.5 | -1 | 1.7
Cc1nnc(Sc2nc3c(c(=O)[nH]c(=O)n3C)n2Cc2ccccc2)s1 | -19 | 3 | 21* | 0.4 | -1.3 | -2 | -2 | -1.0 | -0.3 | 20* | 0.3
O=C(c1ccc(S(=O)(=O)N2CCCCC2)cc1)N1CCN=C1SCc1cccnc1 | -2 | 0 | 0.1 | 2.1 | -0.9 | -2 | 4 | -0.3 | -0.2 | 2 | 1.0
O=C(O)CCC(=O)NNC(=O)COc1cccc(Cl)c1 | -3 | 0 | 2.6 | 0.3 | -0.9 | -2 | 0 | -0.6 | -0.2 | 4 | -0.6
O=C(OCC(=O)N1CCN(C(=O)c2ccco2)CC1)c1ccccc1OCc1ccc(Cl)cc1 | 13 | 4 | -3.7 | 0.0 | -1.4 | -1 | 3 | -1.6 | -0.3 | -4 | -1.3
COC(=O)/C=c1\[nH]c2nnc(C)n2c1=O | i | -182 | -1.1 | -0.6 | -0.4 | -169 | -240 | -0.8 | -1.0 | -9 | 1.7
CC12CCC(O)CC1=CCC1C2CCC2(C)C1CCC21CCC(=O)O1 (stereo not given) | -6 | 0 | 4.3 | 0.0 | -2.0 | 2 | -1 | -3.9 | -2.2 | -3 | -2.2
CCCc1nn2c(-c3ccccc3)nnc2o1 | 5 | 2 | -1.0 | -0.6 | -1.6 | -1 | 4 | -1.5 | 0.6 | -5 | 1.9
Cc1cccc(C)c1NC(=O)/C(C#N)=C/c1ccsc1 | 0 | 0 | 1.2 | -0.4 | -1.2 | 0 | 4 | -1.7 | 0.0 | 3 | -0.7
COC(=O)c1ccc2c(=O)[nH]c(CSc3nc(C)cs3)nc2c1 | -8 | -6 | 2.8 | 0.6 | -0.7 | -3 | -7 | -1.1 | 6.2 | -8 | -0.2
CC(C)(C)OC(=O)NC(Cc1ccccc1)C(=O)NC(CSC1CCCCO1)C(=O)NN (stereo not given) | 0 | 1 | 2.0 | 0.9 | 0.2 | 4 | -1 | -2.6 | -2.3 | -8 | 1.0
CCOC(=O)c1cc(C(=O)Nc2sc3c(c2C#N)CCCC3)nn1C | -3 | -2 | 1.2 | -1.1 | -1.3 | -2 | -9 | 1.1 | 4.3 | 13 | 0.2
CN(CC(=O)Nc1ccc(F)c(F)c1F)C(=O)CCCc1nc2ccccc2c(=O)[nH]1 | -6 | -1 | -2.1 | 0.2 | -1.7 | -3 | -6 | 0.4 | -2.4 | -1 | 2.3
Cc1nc(CC(=O)N/N=C/c2ccc(OCC(=O)O)cc2)cs1 | -8 | 1 | -2.2 | -0.2 | -1.7 | -4 | -11 | -0.3 | -1.4 | 3 | 3.8
CCN(CC)C(=O)C(Sc1ccccc1)c1ccccc1 (stereo not given) | 4 | 3 | 3.3 | 0.0 | -1.8 | 2 | 3 | -1.5 | -0.1 | -2 | -0.3
Cc1ccccc1CN1CCN(C(C)C(=O)NCc2ccccc2)CC1 (stereo not given) | -7 | -1 | 0.9 | 0.1 | -0.5 | -2 | -3 | -0.8 | -1.3 | -2 | 0.0
CCOC(=O)CC(NC(C)=O)c1ccc([N+](=O)[O-])cc1 (stereo not given) | 6 | -1 | 2.0 | 0.0 | -1.2 | 1 | 1 | -1.9 | 0.2 | 6 | -0.1
CC1C(=O)Nc2ccc(S(=O)(=O)NCc3ccc(Cl)cc3)cc2NC1=O (stereo not given) | -11 | -1 | -1.5 | 0.0 | -1.1 | -4 | -1 | -0.8 | -0.4 | 3 | -1.3
CC1(C)ON(C2CCCCC2)[C@H]2c3nc4ccccc4n3C[C@H]21 | 2 | 3 | 0.8 | -0.5 | -0.8 | -3 | 3 | -1.1 | -0.8 | -11 | -0.1
CCC(C)[C@H]1CNCCN1CCCc1cc(OC)c(OC)c(OC)c1 (stereo not given in full) | 0 | 1 | -1.9 | -0.2 | -0.9 | 1 | 2 | -0.6 | -0.9 | 4 | 0.9
CCn1c(SC(=O)NC2CCCCC2)nnc1-c1cccs1 | -63 | -86 | 2.1 | -0.1 | -0.1 | -20 | -126 | 0.5 | 1.4 | 10 | 1.7
